# Source: PubChem BioAssay (National Center for Advancing Translational Sciences (NCATS))
# G9a block: qHTS Assay for Inhibitors of Histone Lysine Methyltransferase G9a; Histone-lysine N-methyltransferase EHMT2 (Homo sapiens), Q96KQ7; G9a H3K9 monomethylation, AlphaScreen, 2 h; Potency, µM (titrated, usually from 102 µM), for the others: at the highest dose activity, negative = inhibition, actives largely listed as inhibitors; 8.8% of 350,000 active; AID 504332, 2011; also: potency is read from the fitted curve at half-maximal effect; % is scaled to controls: 0 for no effect and ±100 for the full control effect; nearly all actives have a fitted effect of over 75% in size
# Target sequence (Q96KQ7 913-1193 limits assumed): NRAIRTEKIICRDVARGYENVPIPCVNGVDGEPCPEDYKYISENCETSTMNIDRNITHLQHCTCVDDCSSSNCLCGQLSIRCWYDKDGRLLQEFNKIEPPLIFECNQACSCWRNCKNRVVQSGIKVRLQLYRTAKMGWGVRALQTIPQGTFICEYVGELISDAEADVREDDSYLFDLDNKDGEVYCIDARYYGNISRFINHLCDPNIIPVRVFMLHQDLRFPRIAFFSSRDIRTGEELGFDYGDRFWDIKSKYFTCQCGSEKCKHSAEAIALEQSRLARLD
#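 G9a (20 nM) was preincubated 15 min with compound, then reacted 2 h at room temperature with 500 nM biotin-H3K9 peptide and 20 µM SAM. Monomethyl-H3K9 detected by AlphaScreen using anti-H3K9me1 antibody.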
# JMJD2A Tudor: qHTS Assay for Inhibitors of JMJD2A-Tudor Domain. Lysine-specific demethylase 4A (Homo sapiens), O75164. AlphaScreen JMJD2A-Tudor / H3K4me3 peptide binding. Potency, µM (doses to about 114 µM), without a hit: at the top dose activity change, negative = inhibition, actives largely listed as inhibitors. 4.4% of 390,000 active. AID 504339, 2011; also: potency is read from the fitted curve at half-maximal effect; % is scaled to controls: 0 for no effect and ±100 for the full control effect; nearly all actives have a fitted effect of over 50% in size
# BAZ2B inh: qHTS Assay for Inhibitors of BAZ2B; AID 504333, 2011; AlphaScreen BAZ2B-H3K14Ac peptide displacement; 4.4% of 360,000 active; Potency, µM (series often up to 114 µM), for the others: at the top dose activity change, negative = inhibition, actives largely listed as inhibitors; Bromodomain adjacent to zinc finger domain protein 2B (Homo sapiens), Q9UIF8; also: potency is read from the fitted curve at half-maximal effect; % is scaled to controls: 0 for no effect and ±100 for the full control effect; nearly all actives have a fitted effect of over 60% in size
#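 BAZ2B 50 nM plus b-H3(5-23)K14Ac 50 nM, PBS pH 7.4/0.01% Tween-20, 30 min RT; compound added (max 110 uM), 30 min RT; streptavidin donor/Ni-chelate acceptor beads 10 ug/mL final, 20 min dark; AlphaScreen read.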
# ERG Ets-DNA blk: qHTS for Small Molecule Inhibitors of the ERG Ets/DNA interaction. fluorescence polarization, His-ERG Ets domain / labelled DNA. Potency, µM (top dose mostly 76.9 µM), without a hit: at the top dose FP activity, negative = inhibition, usual class: inhibitors. Transcriptional regulator ERG (Homo sapiens), P11308. 0.028% of 370,000 active; active = well fitted inhibition curve with a large enough effect in the polarisation, with a control signal flat; inconclusive = small, poorly fitted or top-dose-only effect, or effect the other way, or a change in a side signal; inactive = no such curve, though single readings can be large or run the other way; the % refers to the polarisation;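 also: polarization taken with two DNA probes labelled with fluorescein and Texas red; potency is read from the fitted curve at half-maximal effect; % of control where 0% means no effect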
#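 His-tagged ERG Ets domain (1 uM in the protein solution; 300mM KCl, 50mM Tris-HCl, 1mM EDTA, 1mM DTT, pH 7.5) received compound, then a probe mix of 5 nM fluorescein-DNA and 100nM Texas-615-DNA. Fluorescence polarization was read for both dyes.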
# RGS4 inh: Inhibitors of Regulator of G Protein Signaling (RGS) 4: qHTS; Transcreener GDP fluorescence polarization, RGS4-accelerated GTP hydrolysis; Potency, µM (series often up to 114 µM), inactives show at the highest dose activity change, negative = inhibition, usual class: inhibitors; 0.039% of 390,000 active; AID 504845, 2011; also: potency is read from the fitted curve at half-maximal effect; % is scaled to controls: 0 for no effect and ±100 for the full control effect; nearly all actives have a fitted effect of over 75% in size; some results filed as inactive show a strong effect at the top dose
#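 MLSMR compounds (23 nl, pin-transferred) preincubated 10 min at room temperature with a 500nM (2x) first reagent, then RGS4 at 900nM (2x) plus Transcreener GDP mix added; fluorescence polarization (620/688 nm) read before and after 90 min at 30 °C.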
# PI4K2A block: qHTS for small molecular inhibitors of PI4K2A; purified PI4K2A, ADP-Glo luminescence, 1 h; stronger effect = lower value; 0.13% of 420,000 active; activity change, negative = inhibition, % at 76.9 µM; Phosphatidylinositol 4-kinase type 2-alpha (Homo sapiens), Q9BTU6; AID 1346378, 2018; in the data active = activity change below about -50%; inconclusive = mostly about -30% to -49%;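 also: -100% = wells without enzyme as full effect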
#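 PI4K2A activity was measured by ADP-Glo luminescence: enzyme (4 ug/mL stock) and phosphatidylinositol (1.2 mM stock) in Tris pH 7.5/MgCl2/EGTA/Triton X-100 buffer were reacted with ATP (300 microM stock) for one hour at ambient temperature.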
# HP1b chromo inh: HTS for Inhibitors of HP1-beta Chromodomain Interactions with Methylated Histone Tails | AlphaScreen HP1-beta / biotin-H3K9me3 peptide binding | Potency, µM (titrated, usually from 114 µM), for the others: at the top dose activity change, negative = inhibition, usual class: inhibitors | 0.56% of 390,000 active | AID 540317, 2011; also: potency is read from the fitted curve at half-maximal effect; nearly all actives have a fitted effect of over 70% in size; inactives centre near 23
#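 HP1-beta protein (50 nM final) preincubated 30 min at room temperature with biotinylated H3(1-18)K9me3 peptide (50 nM) in PBS pH 7.4, 0.01% Tween-20, then compound added for 30 min. AlphaScreen streptavidin donor/nickel chelate acceptor beads (10 ug/mL final), 30 min dark, luminescence read.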
# 12-LOX inh: Primary qHTS assay for inhibitors of human arachidonate 12S-lipoxygenase (ALOX12): Round 2; Polyunsaturated fatty acid lipoxygenase ALOX12 (Homo sapiens), P18054; purified 12hLO, xylenol orange hydroperoxide absorbance; Potency, µM (highest dose often 108 µM), for inactives: top-dose activity change, negative = inhibition, most hits filed as inhibitors; 1.1% of 580,000 active; AID 1671190, 2021; also: potency is read from the fitted curve at half-maximal effect; % is scaled to controls: 0 for no effect and ±100 for the full control effect
#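 Purified human 12hLO at 150 nM in 25 mM Hepes, 0.01% Triton X-100, pH 7.0, preincubated 15 min at room temperature with compound. Reaction started with 40 uM arachidonic acid, 30 min at room temperature. Hydroperoxide measured by Fe-xylenol orange, 573/405 nm absorbance ratio.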
# GLS inh: qHTS for Inhibitors of Glutaminase (GLS). Glutaminase kidney isoform, mitochondrial (Homo sapiens), O94925. GLS enzymatic activity, qHTS titration. Potency, µM (highest dose often 45.5 µM), inactives show top-dose activity change, negative = inhibition, hits mostly inhibitors. 0.21% of 410,000 active; also: potency is read from the fitted curve at half-maximal effect; % is scaled to controls: 0 for no effect and ±100 for the full control effect
# Target sequence (O94925 whole entry, looked up, canonical isoform): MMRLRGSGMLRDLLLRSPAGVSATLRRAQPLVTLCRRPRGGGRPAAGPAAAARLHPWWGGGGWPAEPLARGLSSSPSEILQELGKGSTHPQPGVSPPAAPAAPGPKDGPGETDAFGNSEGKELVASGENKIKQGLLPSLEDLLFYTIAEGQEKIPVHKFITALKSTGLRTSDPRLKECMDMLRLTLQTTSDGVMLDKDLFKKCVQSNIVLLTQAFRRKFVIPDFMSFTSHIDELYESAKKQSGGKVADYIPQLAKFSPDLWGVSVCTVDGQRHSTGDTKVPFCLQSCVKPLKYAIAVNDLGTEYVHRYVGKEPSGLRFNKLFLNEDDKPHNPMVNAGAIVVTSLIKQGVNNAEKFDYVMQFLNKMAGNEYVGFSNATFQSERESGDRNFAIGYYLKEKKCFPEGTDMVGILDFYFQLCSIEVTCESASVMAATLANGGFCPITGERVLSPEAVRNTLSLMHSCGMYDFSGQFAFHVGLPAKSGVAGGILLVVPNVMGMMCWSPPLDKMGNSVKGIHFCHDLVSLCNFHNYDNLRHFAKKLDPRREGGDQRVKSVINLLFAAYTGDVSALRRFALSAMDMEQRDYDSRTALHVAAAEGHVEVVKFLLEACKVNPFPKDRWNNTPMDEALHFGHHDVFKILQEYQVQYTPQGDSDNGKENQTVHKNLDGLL
#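 hKGA in 45 mM KH2PO4 pH 8.2, 0.02% Tween-20 with pin-transferred compounds; 1 mM L-glutamine (stock) plus glutamate oxidase/HRP/Amplex Red coupling added. Fluorescence read initially and after 30 min at RT.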
# Numbers without * were called inactive; ? = inconclusive; nt = not tested or not shown; [ ] = remark or other dose. Unless noted, calls follow the shape of the dose curve; as a rule, active = well fitted curve in the direction sought with a large enough effect; inconclusive = small, poorly fitted or top-dose-only effect, or another doubt; inactive = no such curve, though single readings can be large; an effect the other way counts as inactive or inconclusive. Not all compounds are listed; count on the stated rates, not on these rows.
SMILES,G9a block,JMJD2A Tudor,BAZ2B inh,ERG Ets-DNA blk,RGS4 inh,PI4K2A block,HP1b chromo inh,12-LOX inh,GLS inh
CC(C)(C)c1ccc(C(=O)N/N=C/c2ccccn2)cc1,34%,-21%,13%,-17%,-5%,0,38%,-6%,-19%
COc1ccc(S(=O)(=O)N2CCNC(=O)C2)cc1Br,1%,-3%,0%,12%,-16%,-2,42%[activator],2%,1%
CC(Sc1nnc(-c2ccccc2F)n1C1CC1)C(N)=O (stereo not drawn),-3%[59 µM],-4%,0%,14%,9%,0,37%[activator],17%,-8%
Cc1ccc(NC(=O)C=NOCC(=O)Nc2cc(C)cc(C)c2)cc1,nt,-21%,nt,11%,-20%,1,32%,8%,0%
O=C(NCC(=O)N1CCN(S(=O)(=O)c2ccccc2F)CC1)c1ccc2c(c1)OCO2,-8%,-26%,8%,8%,-5%,-17,11%,0%,0%
C(=N\N1CCN(Cc2cccc3ccccc23)CC1)/c1cccnc1,50µM*,45µM*,40µM*,-12%,-13%,-2,-42%,9%,2%
Cc1oc(-c2ccccc2Cl)nc1CSCC(=O)O,-14%,-6%,-19%,10%,12%,-4,26%,15%,14%
N#Cc1ccccc1NC(=S)Nc1ccc(F)cc1,-7%,-20%,3%,16%,-39%,2,56%[activator],4%,2%
CCOC(=O)CSc1nc2cccnc2n1-c1ccc(F)cc1,26%[59 µM],-2%[11.4 µM],9%,-9%,-1%[11.4 µM],-9,-9%,0%,-14%
Cn1ncc([N+](=O)[O-])c1C(=O)Nc1ccc(Cl)cc1,21%,-15%,-9%,-6%,27%,-2,16%,-6%,12%
CCCOC(=O)c1c(NC(=O)c2cc3ccccc3c(=O)o2)sc2c1CCC(C)C2 (stereo not drawn),4%[59 µM],4%,6%,10%,-21%,-5,22%,-23%,0%
CN(c1ccc(C(=O)Nc2ccc3c(c2)n(C)c(=O)n3C)cc1)S(C)(=O)=O,5%,-7%,?,-16%,-4%,0,-1%,9%,9%
CC(C)(C)n1ncc2c(=O)n(Cc3c(Cl)cccc3Br)cnc21,-13%[2.33 µM],4%,-2%,nt,-8%,1,54%[activator],-5%,36%[activator]
O=C(Nc1nc(NC(=O)c2ccco2)n(-c2ccccc2)n1)c1ccccc1,35%[12.7 µM],-9%,45µM*,nt,-7%,0,45%[activator],22%,0%
CN(C)CCN(C(=O)c1ccc2ccccc2c1)c1nc2ccc(F)cc2s1,45µM*,?,-38%[57.1 µM],12%,23%,0,0%,nt,-2%

# In the list so far, these have fluorine.
SMILES,G9a block,JMJD2A Tudor,BAZ2B inh,ERG Ets-DNA blk,RGS4 inh,PI4K2A block,HP1b chromo inh,12-LOX inh,GLS inh
CC(Sc1nnc(-c2ccccc2F)n1C1CC1)C(N)=O (stereo not drawn),-3%[59 µM],-4%,0%,14%,9%,0,37%[activator],17%,-8%
O=C(NCC(=O)N1CCN(S(=O)(=O)c2ccccc2F)CC1)c1ccc2c(c1)OCO2,-8%,-26%,8%,8%,-5%,-17,11%,0%,0%
N#Cc1ccccc1NC(=S)Nc1ccc(F)cc1,-7%,-20%,3%,16%,-39%,2,56%[activator],4%,2%
CCOC(=O)CSc1nc2cccnc2n1-c1ccc(F)cc1,26%[59 µM],-2%[11.4 µM],9%,-9%,-1%[11.4 µM],-9,-9%,0%,-14%
CN(C)CCN(C(=O)c1ccc2ccccc2c1)c1nc2ccc(F)cc2s1,45µM*,?,-38%[57.1 µM],12%,23%,0,0%,nt,-2%

# (more compounds)
SMILES,G9a block,JMJD2A Tudor,BAZ2B inh,ERG Ets-DNA blk,RGS4 inh,PI4K2A block,HP1b chromo inh,12-LOX inh,GLS inh
COc1ccc2c(COC(=O)c3cccc(S(=O)(=O)NCC(C)C)c3)cc(=O)oc2c1,7%,-12%,4%,8%,-28%,4,-3%,0%,2%
C=CCn1c(=O)c2ccccc2n2c(SCC(=O)N(C)C)nnc12,0%,-3%,-16%,-1%,5%[56.9 µM],3,38%,11%,8%
COc1cc(C(=S)N2CCN(C)CC2)ccc1OCC(=O)NCc1ccccc1,-36%,-5%[57.1 µM],-10%,-1%,3%,-1,35%,-5%,10%
N/C(=N\c1nc2ccccc2o1)NC(=O)c1ccc(F)cc1,19%[59 µM],-2%,-5%,0%,-18%,3,30%,-1%,2%
Brc1cccc(-c2nnc(CN3CCN(c4ccccn4)CC3)o2)c1,6%[59 µM],-6%,0%,0%,2%,2,35%,3%,2%
COc1cccc(CNC(=O)CCn2cnc3ccccc3c2=O)c1,-17%[59 µM],?,?,0%,8%,-1,-11%[57 µM],?,-10%
CCCCN(C(=O)c1cnc(C)cn1)c1c(N)n(CCC)c(=O)[nH]c1=O,0%[12.7 µM],-20%,2%,6%,-3%,-2,26%,32%[activator],1%
Cc1cccc(Cn2cnc3c(nnn3Cc3ccccc3F)c2=O)c1,1%[59 µM],1%,1%,2%,-14%,2,49%[activator],-3%,-8%
CCc1cccc(OCC(=O)Nc2cc(Cl)ccc2-n2cncn2)c1,2%[12.7 µM],-4%,6%,8%,3%,0,43%[activator],-22%,0%
COc1ccc(C(=O)NC(=S)NNC(=O)c2ccc(NC(C)=O)cc2)cc1Br,40µM*,-15%,-2%,-8%[15.4 µM],?,-1,12%,13µM*,1%
CC1(C)CC(NCCC(c2ccccc2)c2ccco2)CCO1 (stereo not drawn),12%,-28%,-39%,-3%,1%,1,21%,-10%,-9%
CCOC(=O)Cc1nnc(NC(=O)CC)s1,11%[12.7 µM],-2%,-1%,6%,?,-14,14%,2%,3%
CC(=O)NCCC(=O)NCC1(N(C)Cc2ccccc2)Cc2ccccc2C1,46%,-3%,4%,-1%,-6%,1,37%,0%,2%
Cc1cccc(-c2nc(C#N)c(N3CCC(C)CC3)o2)c1,-2%,1%,11%,9%,-1%[56.9 µM],4,53%[activator],-2%,-9%
CCOC(=O)C1=C(c2ccccc2)O/C(=C(/C(=O)OC)C(F)(F)F)S1,1%[59 µM],14%,-16%,nt,7%,3,37%,7%[57.4 µM],-19%
CCOC(=O)N1CCN(S(=O)(=O)N(C)C)CC1,-17%,-14%,-1%,-7%,-2%,7,29%,24%,-5%
COc1ccc(C(C)=O)cc1CSc1ccc2c(c1)OCCO2,9%[12.7 µM],24%,58%[activator],0%,-8%,-1,48%[activator],-17%,14%
C/C(=N\NC(=O)CSc1nc2ccccc2c(=O)n1-c1ccccc1C)c1cccs1,21%[59 µM],-11%,-8%,nt,-19%,2,34%,-4%,1%
CN(CCCNC(=O)c1cc2c(=O)[nH]c3ccccc3c2n1C)Cc1ccccc1,-45%,-12%,0%,-1%,-22%,0,31%,-4%,0%
CCn1c2ccccc2c2nnc(SCc3ccccc3)nc21,23%,9%,10%,-4%,9%,-1,70%[activator],-16%,6%
Cc1ccc(NC(=O)Cn2nnc(-c3nc(-c4ccncc4)no3)c2N)c(C)c1,-6%[59 µM],-11%,-4%,5%,17%,-1,11%,4%,4%
O=C(NC1CCN(S(=O)(=O)c2ccc(F)cc2)CC1)c1cccnc1,-1%,0%,9%,0%,-1%,-2,33%,-8%,3%
O=C(Nc1ccccc1Oc1cccnc1)C1CCCN(C/C=C/c2ccccc2)C1 (stereo not drawn),nt,-19%,-12%,-14%,-3%,1,5%,22%,6%
O=C(O)c1cccc(S(=O)(=O)Nc2cccc(S(=O)(=O)N3CCCC3)c2)c1,22%[59 µM],-15%,-6%,2%,22%,-12,29%,283%[activator],1%
O=S(=O)(NCCc1ccccc1)c1ccc(-n2cnnn2)cc1,?,1%,-1%,-2%,25%,4,4%,15%,2%
O=C(c1ccc(Cl)c(S(=O)(=O)N2CCCCC2)c1)N1CCCC1,15%,-4%,5%,-1%,15%,2,13%,15%,5%
COc1cccc(C(=O)Nc2cccc(OCc3cc(=O)n4c5c(sc4n3)CCCC5)c2)c1,-31%[59 µM],-14%,-1%,0%,6%,-3,20%,-14%,1%
